Autophagy HCS: autophagy modulation, high-content screen; MEF GFP-LC3 puncta imaging; test concentration mostly 10 µM; calls only at 10 µM (by protocol); hit rate 0.98% among 190,000;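 active = percentage of spot-positive cells more than 3 SD above its plate mean, without a fluorescence outlier flag or 80% toxicity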;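 also: spot-positive cell cutoff set from DMSO-treated cells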
Yfh1-depleted yeast: enhancers of respiration in Yfh1-depleted yeast, dose response, Friedreich's ataxia, plus single-dose screen (AID 1465); fold induction at 50 µM, or EC50 in µM where a hit was titrated; S. cerevisiae Yfh1-off respiration, WST-1 reduction, 72 h; higher fold induction means a stronger effect; hit rate 0.074% among 220,000;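 active = fold induction of absorbance versus untreated yeast above a set limit, then at least 30% activation at any dose in follow-up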;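 also: activators that raise dye reduction in frataxin-depleted yeast; strong numbers were not always called active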
P. falciparum M17LAP: P. falciparum M17LAP inhibitors, primary screen, biochemical, fluorogenic H-Leu-NHMec substrate, 1536-well (AID 1619). recombinant M17LAP, H-Leu-NHMec fluorogenic kinetic assay; higher % means a stronger effect. one-dose inhibition, % at 30 µM; IC50 in µM for titrated hits. hit rate 0.38% among 220,000;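 active = compound inhibiting the enzyme by more than half at any dose during confirmatory dose-response retesting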;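 also: plate controls were full reaction with DMSO carrier for no effect and no enzyme background for full effect; strong numbers were not always called active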
MT stabilizer: microtubule stabilization, imaging screen; HeLa tubulin immunostaining HCS, 24 h; share of cells brighter than vehicle mean+2SD; % tubulin-high responders, % at 10 µM; hit rate 0.83% among 200,000; AID 2205;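 active = plate Z-score above 3 for both tubulin-high and condensed-nucleus cell shares, with cell loss under 80%, at 10 µM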;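 also: anti alpha tubulin signal scored within the nucleus-defined area of each cell; some results filed as inactive read as strong as hits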
WT yeast gro inh: growth inhibition of WT yeast, mitochondrial fusion screen | mitochondrial fusion phenotypic screen, WT strain | inhibition, % at 10 µM | hit rate 2.1% among 190,000 | AID 1362; in the data active = inhibition above about 58%; tested in S. cerevisiae
T cell HTS: T cell immune modulation candidate | 2C CD8+ T cell-vesicle binding, flow cytometry; stronger effect = lower value | calls only at 7 µM | hit rate 0.068% among 330,000 | AID 2052;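 active = response, share of CD8 T cells binding vesicles, and their 90th percentile fluorescence all below set limits, cut at about 80% in these data, passing the limit was not always enough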
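Assay system – 2C mouse CD8+ T cells · Also added – QL9-loaded Drosophila micro-vesicles · Timing – Cell–vesicle co-incubation 1.5 h at 37 °C, staining 20 min on ice · Signal – flow cytometry of vesicle-bound cells · Measure – percent CD8+ FL2 mean versus row control · Controls – Peptide-free naked vesicles (low) and QL9 vesicles with 0.7% DMSO vehicle (high)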
b-catenin transl: beta-catenin nuclear translocation modulation. HeLa beta-catenin nuclear translocation, immunofluorescence imaging. nuclear translocation activity, % at 5 µM. hit rate 0.3% among 190,000. AID 1665;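 active = nuclear translocation activity above 50% at 5 µM, with a well cell count of 50 or more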;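 also: per-cell ratio of nuclear to cytoplasmic median beta-catenin stain intensity; plate controls were DMSO negative control for no effect and GSK-3 inhibitor IX positive control for full effect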
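Assay system: human HeLa cells, native beta-catenin; doses: 5 µM primary, 0.02–20 µM confirmation; incubation: compound treatment 24 h, 37°C, 5% CO2; technique: fluorescence imaging of beta-catenin antibody stain plus DAPI; measure: % activation, nuclear-to-cytoplasmic median beta-catenin signal ratio per cell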
Dynein transport: blocks dynein driven cargo transport along microtubules; z-score, hits read low; AID 1381; hit rate 0.47% among 220,000; 3617.4 mouse cells, GR-EGFP nuclear translocation imaging; test concentration mostly 20 µM; stimulated with dexamethasone, 1 µM; stronger effect = lower value;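 active = plate z-score of nuclear minus cytoplasmic receptor signal below a set negative limit, without overly bright fluorescence or cell loss, cut at about -3.5 in these data, passing the limit was not always enough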;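 also: z-score of nuclear minus cytoplasmic ring GR-EGFP intensity difference per well; some compounds called inactive have numbers as strong as hits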
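Also added: dexamethasone, 1.0 µM final. Medium: tet-free, stripped-serum medium. Detection: fixed, Hoechst-stained cells imaged at 10x for EGFP. Read-out: nuclear-to-cytoplasmic GR-EGFP distribution per well. Times: induction 48 h, compound 1 h, agonist 30 min.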
P. falciparum M1AAP: malaria alanyl aminopeptidase activity blockers – biochemical, fluorogenic H-Leu-NHMec substrate, 1536-well (AID 1445); inhibition, % at 30 µM, or IC50 in µM where a hit was titrated; hit rate 0.42% among 220,000; recombinant M1AAP, H-Leu-NHMec fluorogenic kinetic assay; higher % means a stronger effect;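 active = primary inhibition above the hit cutoff, then over 50% inhibition at one or more dose response concentrations, cut at about 23% in these data, passing the limit was not always enough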;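 also: plate controls were DMSO full reaction for no effect and no enzyme background for full effect; strong numbers were not always called active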
WT yeast gro inh mutant strain: recorded beside WT yeast gro inh, whose call it bears; inhibition, %; mitochondrial fusion phenotypic screen, mutant strain inhibition
Dynein transport cytoplasmic EGFP: also measured in Dynein transport; calls as there; z-score; measured here: cytoplasmic GR-EGFP intensity; stronger effect = higher value
Dynein transport nuclear GR-EGFP: further read-out of Dynein transport, marked with its call; z-score; measured here: nuclear GR-EGFP intensity;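 lower value marks the stronger effect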
Dynein transport cell count: second read-out of Dynein transport, no call of its own (marks repeat the call); z-score; measured here: cell count per field
b-catenin transl cell count 5 µM: also measured in b-catenin transl; calls as there; cell count; measured here: cell count, cytotoxicity flag
T cell HTS vesicle-bound %: second read-out of T cell HTS, no call of its own (marks repeat the call); double positive events, %; measured here: CD8+ vesicle-bound cell fraction;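 binding gate set so that unloaded-vesicle control wells show 10% double positive cells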
MT stabilizer Hoechst-high %: second read-out of MT stabilizer, no call of its own (marks repeat the call); % Hoechst-high responders; measured here: nuclear condensation Hoechst responders;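 share of cells brighter than vehicle mean plus two SD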
MT stabilizer cytotoxicity %: recorded beside MT stabilizer, whose call it bears; toxicity, %; measured here: cytotoxicity by cell density;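 0% = mean cell density of plate MIN control wells and 100% = no cells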
Autophagy HCS cell loss 18 h: also measured in Autophagy HCS; calls as there; toxicity, %; measured here: cell loss, nuclei count;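 cell loss after 18 h compound exposure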
* marks the source's active call; other numbers are inactive results; i = inactive; . = no result given. Hits appear at their usual frequency. Share with any hit: about 4.4%.

SMILES	Autophagy HCS	Autophagy HCS cell loss 18 h	Yfh1-depleted yeast	P. falciparum M17LAP	MT stabilizer	MT stabilizer Hoechst-high %	MT stabilizer cytotoxicity %	WT yeast gro inh	WT yeast gro inh mutant strain	T cell HTS	T cell HTS vesicle-bound %	b-catenin transl	b-catenin transl cell count 5 µM	Dynein transport	Dynein transport cytoplasmic EGFP	Dynein transport nuclear GR-EGFP	Dynein transport cell count	P. falciparum M1AAP
C=CCn1c(=O)c2ccccc2n2c(SCC(=O)NCc3cccs3)nnc12	i	-2	i	7%	3.2	2.2	20	-6	3	i	53	-0.3	1165	0.9	-0.26	0.74	1.2	8%
Cc1ccc([N+](=O)[O-])cc1N/C=C1\CCCCC1=O	i	19	i	3%	4.7	3.1	4.9	8	6	i	45	2.3	733	-0.29	-0.3	-0.077	0.77	3%
CCOC(=O)c1ccc(NC(=S)NC(=O)COc2ccccc2)cc1	i	-11	i	9%	2.0	2.7	6.2	11	7	i	36	0.8	493	-0.094	0.41	-0.09	0.023	7%
C=CCn1c(SCC(=O)NC(=O)NC2CCCC2)nnc1C1CCCCC1	i	-4	i	-7%	4.6	2.4	9.0	5	-3	i	19	1.0	1041	1.1	-0.02	0.51	-0.16	-1%
COc1cccc(C2CCCN2Cc2nc(-c3cnccn3)no2)c1 (stereo unspecified)	i	29	i	5%	3.1	2.1	4.9	1	9	i	26	-1.0	1126	-0.69	-0.22	-0.085	1.1	-2%
C/C(=N/NC(=O)CNC(=O)CCc1ccccc1)c1ccc(Cl)cc1	.	.	i	-7%	.	.	.	.	.	i	18	-0.8	1304	0.46	-0.16	0.16	0.26	4%
CCOc1ccc(CN2CCN(Cc3cccn3-c3ncccn3)CC2CCO)cc1 (stereo unspecified)	i	7	i	-5%	3.1	3.4	4.4	3	12	i	26	-1.6	1043	-0.61	-0.3	-0.49	1.1	-8%
CC1Cc2ccccc2N1C(=O)C1CCCN(S(=O)(=O)c2cccc3cccnc23)C1 (stereo unspecified)	i	20	i	1%	7.5	2.7	1.4	-1	-4	i	64	.	.	0.88	0.061	0.86	-0.56	4%
O=[N+]([O-])c1cccc(-c2cnc3ccccc3n2)c1	.	.	i	1%	.	.	.	.	.	i	11	0.6	1269	-0.96	-0.21	-0.47	1.3	0%
O=S1(=O)N=C(N2CCN(Cc3ccccc3)CC2)c2ccccc21	i	-6	i	-5%	4.8	3.3	12	-7	-2	i	31	-1.4	849	1.8	-0.24	1.5	-1.9	4%
COc1ccc(Nc2nnc(SC(C(=O)Nc3ccc(OC)c(Cl)c3)c3ccccc3)s2)cc1 (stereo unspecified)	i	-2	i	13%	4.7	2.4	7.6	-1	-6	i	45	.	.	-0.61	-0.14	-0.43	0.68	7%
Cc1ccc(-n2ncc3c(NNC(=O)Cc4ccccc4)ncnc32)cc1	i	7	i	-5%	1.9	3.7	7.7	10	4	i	43	-2.3	542	-0.029	-0.26	-0.0085	-0.028	-5%
Cc1[nH]nc2c1C(c1ccoc1)C(C#N)=C(N)O2 (stereo unspecified)	i	3	i	22%	1.6	2.1	12	-14	0	i	7	.	.	0.32	-0.19	0.42	-0.74	5%
Cc1ccc(C)c(NC(=S)NNC(=O)c2csc3c2CCC(C)C3)c1 (stereo unspecified)	i	-12	i	4%	1.8	1.1	5.2	13	-12	i	6	0.1	1019	1.9	-0.045	1.2	-1.1	-15%
CCOCCN1CCN(c2c(C)c(C)nc3cc(-c4cc(OC)cc(OC)c4)nn23)CC1	i	-2	i	2%	1.5	1.2	9.7	-5	8	i	37	5.6	893	0.51	0.021	0.75	-0.32	8%
O=C(CN1CCN(c2ccccc2F)CC1)NC(=O)NCc1ccccc1	i	-34	i	1%	2.5	1.3	5.4	-2	7	i	11	-1.0	1138	0.019	-0.27	0.0011	0.67	3%
Cc1ccc(NC(=O)C(CC(C)C)NC(N)=O)cc1Cl (stereo unspecified)	i	3	i	8%	4.4	1.6	9.1	13	11	i	60	-1.0	1101	-0.38	-0.27	-0.48	0.52	-1%
C=CCc1c(N(CC)CC)nc(C)[nH]c1=O	.	.	i	1%	.	.	.	.	.	i	46	0.9	1157	-0.65	-0.17	0.095	0.54	-5%
C/C(=N\Nc1ccc(C(F)(F)F)cc1[N+](=O)[O-])C1CC1	i	-4	i	-1%	2.4	2.5	6.1	10	25	i	6	.	.	-0.75	0.042	-0.49	0.35	5%
COC(=O)/C(C#N)=C(/Nc1ccc(F)c(Cl)c1)C(F)(F)F	.	.	i	-8%	.	.	.	.	.	i	32	1.0	1380	2.9	-0.13	1.3	-2.3	-3%
O=C(O)c1ccn2c(C(=O)c3ccccc3)c(-c3ccccc3)cc2c1	.	.	i	14%	.	.	.	.	.	i	60	-4.5	1259	0.038	-0.3	-0.066	0.7	12%
O=C(CN1CCN(c2ccccn2)CC1)N(c1ccccc1)c1ccc2ccccc2c1	i	12	.	-2%	4.5	0.6	3.1	63*	-16*	i	46	-4.0	680	1.7	0.17	2	-0.75	4%
Cc1cc(=O)oc(C)c1C(=O)NCC(C)NC(=O)c1c(C)cc(=O)oc1C (stereo unspecified)	i	3	i	-13%	7.2	2.3	9.1	10	14	i	53	-3.1	1157	0.45	0.23	0.65	0.97	4%
O=C(c1cccnc1)N1CCN(c2ccc([N+](=O)[O-])cc2Cl)CC1	i	2	i	14%	2.3	2.4	5.4	0	-5	i	26	-0.2	1087	0.63	-0.22	0.11	-1.4	7%
CC1(C)CC(C(N)=S)CCO1 (stereo unspecified)	.	.	i	0%	.	.	.	.	.	i	43	1.5	1289	-0.31	-0.23	-0.2	-0.1	1%
CCCn1c(=O)[nH]c(=O)c2[nH]cnc21	i	13	i	-7%	4.6	3.4	6.9	-6	7	i	22	-2.5	559	0.033	-0.29	0.2	0.61	3%
COc1ccccc1Nc1nc(C)cc(=O)[nH]1	i	1	i	-2%	4.8	1.8	4.8	-10	-7	i	56	2.8	1198	0.72	-0.26	0.54	-0.48	3%
Cc1cc(NC(=O)CSc2ccc3nnc(-c4ccc(F)cc4)n3n2)no1	i	-4	i	5%	4.3	2.2	6.0	-9	2	i	38	.	.	-0.4	-0.2	0.07	0.22	-7%
CCOC(=O)CSc1n[nH]c(NC(=O)c2ccc(F)cc2)n1	i	-22	i	5%	2.9	2.8	9.1	-7	-6	i	62	0.8	1432	-0.52	-0.16	-0.44	0.98	1%
O=C(NCc1ccccc1)C(=O)Nc1nc(C23CC4CC(CC(C4)C2)C3)cs1	i	7	i	5%	7.2	1.9	1.7	17	11	i	41	-3.2	1126	0.16	-0.2	-0.0083	-0.78	-4%
O=[N+]([O-])c1ccc(/C=N/Nc2ccc3ccccc3c2)o1	i	5	i	-3%	4.9	3.2	4.5	18	22	i	47	-4.6	779	-1.7	2.9	-0.83	0.63	8%
CCN(CCCNC(=O)C1CCC(=O)N1Cc1ccc(C)cc1)c1cccc(C)c1 (stereo unspecified)	i	-54	i	-11%	3.2	2.3	9.7	13	4	i	30	1.2	1307	-0.71	-0.047	-0.67	0.75	4%
Cc1cc(C)nc(Nc2nc3ccccc3s2)n1	i	11	i	-5%	5.7	2.7	25	10	3	i	12	-2.1	1161	-0.52	-0.29	0.2	0.47	1%
CC1S/C(=N/N=C2CCCCC2)NC1=O (stereo unspecified)	i	-3	i	-5%	2.4	2.3	6.3	-8	-24	i	45	-0.8	1064	-0.46	-0.28	-0.5	0.35	0%
N/C(=N\OC(=O)c1ccc(Cl)c(Cl)c1)c1ccccn1	i	4	i	-2%	4.5	3.2	3.9	27	-12	i	38	-0.9	1433	0.36	-0.18	0.75	0.2	7%
Cc1ccc2c(c1)C(O)(c1c(C)[nH]c3ccccc13)C(=O)N2 (stereo unspecified)	i	-4	i	3%	4.1	2.4	5.8	13	-2	i	27	7.1	1116	-0.72	-0.25	-0.75	0.76	5%
CC(C)(C)OC(=O)NCCc1n[nH]c(=S)o1	.	.	i	4%	.	.	.	.	.	i	25	-0.7	1261	-1	-0.26	-0.48	0.79	0%
Cc1sc2nnn(CC(=O)N3CCN(C(=O)c4ccco4)CC3)c(=O)c2c1C	i	-1	i	.	3.3	3.0	19	.	.	i	2	.	.	-0.13	-0.047	0.34	1.3	.
COC(=O)c1ccccc1NC(=O)Cn1cnc2ccc(S(=O)(=O)N3CCC(C)CC3)cc2c1=O	i	3	i	-4%	4.0	4.8	1.5	-3	8	i	50	.	.	0.24	-0.11	0.4	-0.036	20%

Source: PubChem (several laboratories)
